Compound activity as filed in PubChem BioAssay.
INS-1E GSIS act: primary screen for activators of insulin secretion dependent on glucose, INS-1E cells, GLuc reporter luminescence; hit rate 0.61% among 370,000; INS-1E GLuc reporter insulin secretion, 2-3 h; activation, % at 16.6 µM;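 active means lowest replicate activation of at least 40%, so every replicate reaches that level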;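 further: 0% = median of neutral control wells and 100% = median of IBMX positive control wells; some compounds called inactive have numbers as strong as hits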
ARNT TACC3 PPI: disrupts binding between human ARNT and TACC3. hit rate 0.66% among 390,000. Q9Y6A5. AlphaScreen His-ARNT PAS-B/GST-TACC3 binding, luminescence; TACC3 fragment carries E629A point mutation. inhibition, % at 9.99 µM. AID 623870;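 active means mean inhibition of replicates at least 50% and at least half of replicates each reaching 50%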;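 further: 0% = complete ARNT plus TACC3 wells and 100% = ARNT alone without TACC3; many hits fall short of the cut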
F508del corr: CFTR F508del correction in bronchial cells; hit rate 0.36% among 350,000; CFBE cells, YFP halide quenching; stimulated with forskolin plus potentiator P3; % fluorescence drop versus neutral controls; activity (quench increase), % at 7.58 µM;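 active means mean added fluorescence quench of at least 8% versus neutral control, with both replicates also reaching 8%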;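 further: cells transiently co-express mutant CFTR-F508del with the halide-sensitive YFP; corrector assay measuring rescue of mutant channel to the surface after 24 h compound exposure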
* hit, by the source's call; / = not tested or not shown.

| molecule | INS-1E GSIS act | ARNT TACC3 PPI | F508del corr |
| --- | --- | --- | --- |
| COC(=O)c1cc2n(n1)CCN(Cc1ccc(F)cc1)C2=O | / | -6.2 | / |
| Cn1c(Cc2c[nH]c3ccccc23)n[nH]c1=S | / | 4.2 | / |
| Cc1cc(C)n(-c2nnc(SCC(=O)NC3CCCC3)c3ccccc23)n1 | / | -3.4 | / |
| Cc1ccc([N+](=O)[O-])cc1NC(=O)c1ccc(-c2ccccc2)cc1 | / | -6.1 | / |
| Cc1cc(C)n(-c2ccc(C(=O)Nc3cc(C(F)(F)F)ccc3N3CCOCC3)cc2)n1 | / | -2.8 | / |
| O=C(Cn1cnc2c(oc3ccccc32)c1=O)NCC1CCCO1 (stereo unspecified) | / | -9.9 | / |
| Cc1ccc(-n2c(Cl)c(Cl)nc(Cl)c2=O)cc1 | / | -2.4 | / |
| COc1cc(/C=N/NC(=O)c2c(-c3ccccc3)noc2C)ccc1O | / | 4.2 | / |
| O=C(Nc1ccc2c(c1)Cc1ccccc1-2)c1cc2ccccc2o1 | / | -0.1 | / |
| Cc1onc(-c2ccccc2Cl)c1C(=O)N1C=CC(C(F)(F)F)=NCC1 | / | -2.7 | / |
| Cc1cccc(NC(=O)CSc2nccn2C)c1 | / | -8.4 | / |
| CC(=O)N1N=C(c2ccccc2)OC1c1ccc([N+](=O)[O-])s1 (stereo unspecified) | / | -4.0 | / |
| Cc1ccc(NC(=S)NCc2cccs2)cc1 | / | -1.6 | / |
| COc1ccc(-c2sc(NC(=O)c3ccc(C)cc3)nc2-c2ccc([N+](=O)[O-])cc2)cc1 | / | -7.4 | / |
| CCCC(=O)O[C@H]1C[C@@H](C)N(C(=O)c2ccccc2)c2ccc(C)cc21 | / | -3.6 | / |
| COc1nc(NCCC2=CCCCC2)nc(OC)n1 | / | 4.5 | / |
| COc1ccc(C(=O)NCCN2CCCC2)cc1OC | / | 3.7 | / |
| COc1ccc(CNC(=O)c2c(O)c3ccccc3n(C)c2=O)cc1OC | / | -6.5 | / |
| O=C(O/N=C(\c1ccccc1)c1ccccn1)c1ccc(Cl)c(Cl)c1 | / | -7.3 | / |
| Cc1nc(-c2cccc(S(=O)(=O)N3CC(C)CC(C)C3)c2)cs1 (stereo unspecified) | / | -5.9 | / |
| CCCCn1cnc2c([nH]c3ccccc32)c1=O | / | -12.9 | / |
| CCn1c(=O)c2c3c(sc2n2c(=S)[nH]nc12)CCC3 | / | 0.4 | / |
| CCOC(=O)c1cccc(NC(=O)CSc2nnc(C)n2Cc2ccccc2)c1 | / | -0.8 | / |
| CN(C)c1ccc(N=Cc2nc(-c3ccccc3)oc2O)cc1 | / | -0.3 | / |
| O=C(COc1ncnc2ccc(Br)cc12)Nc1ccc(N2CCOCC2)cc1 | / | -0.8 | / |
| Cc1nn(-c2cc(Cl)ccc2N)c(=O)c2ccccc12 | / | -0.3 | / |
| O=C(NC1CCCCC1)C(c1ccc(Cl)cc1)N(C(=O)c1cnccn1)c1ccc2c(c1)OCO2 (stereo unspecified) | / | -0.1 | / |
| Oc1ccc(Cl)cc1-c1cc(C(F)(F)C(F)F)nc(-c2ccccc2)n1 | / | 0.1 | / |
| Cc1cc(C)c2nc(N3CCC(C(=O)NCCCN4CCCCC4)CC3)sc2c1 | / | 1.8 | / |
| COC(=O)c1cc(OC)c(OC)cc1N1C(=O)CCCC1=O | / | 6.9 | / |

Reformatted: results already given
Results follow in this order: INS-1E GSIS act	ARNT TACC3 PPI	F508del corr
> COc1ccc(C(=O)NCCN2CCCC2)cc1OC
    /	3.7	/
> COc1ccc(CNC(=O)c2c(O)c3ccccc3n(C)c2=O)cc1OC
    /	-6.5	/

The listing continues.
| molecule | INS-1E GSIS act | ARNT TACC3 PPI | F508del corr |
| --- | --- | --- | --- |
| Cc1cc(C)c([N+](=O)[O-])cc1-c1ccc(/C=N/c2c(-c3ccco3)nc3ccccn23)o1 | / | 14.7 | / |
| Cn1nc(-c2ccc(OCC(=O)Nc3ccccc3)cc2)c2ccccc2c1=O | / | 1.4 | / |
| Cc1ccc2c(c1)[nH]c1c(=O)n(CCN3CCNCC3)cnc12 | / | -4.1 | / |
| Cn1nc(-c2ccccc2)c(CSc2ccccc2Cl)c1Cl | / | -8.9 | / |
| CN(C)C(=O)CSc1nnc(Cc2ccccc2)n1Cc1ccco1 | / | -4.3 | / |
| O=C(COC(=O)c1cccnc1)c1ccc(Cl)c(Cl)c1 | / | -6.2 | / |
| O=C(CCSc1ccc(Cl)cc1)c1cccs1 | / | -7.1 | / |
| CCCCOc1ccc(NC2=NC3(CCCCC3)N=C(N)N2)cc1 | / | 7.9 | / |
| CCCn1c(SCc2cc(=O)oc3ccc4ccccc4c23)n[nH]c1=O | / | 3.3 | / |
| C=CCSc1nc2c(c(=N)n1CC=C)C1CCCC1S2 (stereo unspecified) | / | 4.4 | / |
| Cc1cc(C)n(-c2nnc(C)n2/N=C/c2ccccc2OCc2ccccc2Cl)n1 | / | -3.4 | / |
| COc1ccc(-c2[nH]nc(-c3ccccc3)c2-c2nc3ccccc3[nH]2)cc1 | / | 5.6 | / |
| Nc1[nH]n2c(=O)c3c(nc2c1N=Nc1ccc(Cl)cc1)CCCC3 | / | 6.6 | / |
| Cc1cc(NC(=O)c2cccc(C(=O)Nc3cc(C)on3)n2)no1 | / | -1.2 | / |
| O=C(Cc1ccc(F)cc1)NCCc1ccc(F)cc1 | / | -5.6 | / |
| CCOc1ncccc1C(=O)Nc1ccc(Cl)cc1 | / | 16.5 | / |
| COc1ccccc1NC(=O)c1ccc(NC(=O)COC(=O)C2CCCO2)cc1 (stereo unspecified) | / | -4.6 | / |
| CCOCCCNC(=O)c1cccs1 | / | 12.0 | / |
| CC(C)C(O)(C#CCN1CCCCC1)c1ccccc1 (stereo unspecified) | / | 4.4 | / |
| O=c1oc2ccc(Br)cc2cc1S(=O)(=O)c1ccc(F)cc1 | / | -17.0 | / |
| Cc1nn(CC(N)=O)c(=O)c2ccccc12 | / | -5.4 | / |
| CCOc1ccc2[nH]c(=O)c(CN(CCO)C(=O)c3ccc(Br)cc3)cc2c1 | / | 2.1 | / |
| COc1ccc(N(C(=O)C(C)C)S(=O)(=O)c2ccc3c(c2)n(C)c(=O)n3C)cc1 | / | -3.7 | / |
| NC(=O)c1c(NC(=O)CSc2nnc(-c3ccco3)n2N)sc2c1CCCC2 | / | 1.2 | / |
| O=C(Cn1nc(-c2ccc(Cl)cc2)c2ccccc2c1=O)Nc1cccnc1 | / | 3.8 | / |
| COc1cc(C2C=C(c3cccs3)Nc3ncnn32)cc(OC)c1OC (stereo unspecified) | / | 0.1 | / |
| CCOc1ccc(NC(=S)NC(=O)/C=C/c2ccc(C)cc2)c([N+](=O)[O-])c1 | / | 2.9 | / |
| CCc1c(C)sc(NC(=O)CCc2ccc(OC)cc2)c1C(N)=O | / | -7.5 | / |
| CC(=O)NCCc1cc2ccc(C)cc2[nH]c1=O | / | -1.4 | / |
| CCCCn1c(=O)n(CC(=O)NCc2ccc(C)cc2)c(=O)c2c1nc(CO)n2CCC | / | -7.8 | / |

Additional results
mol | INS-1E GSIS act | ARNT TACC3 PPI | F508del corr
Cc1ccc(-c2nnc(SCC(=O)N3CCCC3)o2)cc1 | / | -6.7 | /
CC(CN1CCCCC1)OC(=O)C(C)(c1ccccc1)c1ccccc1 (stereo unspecified) | / | 1.7 | /
CCOC(=O)C(C(=O)OCC)c1cc(Br)c2noc3c2c1C(=O)c1ccccc1-3 | / | -4.6 | /
N/C(Cc1ccc(Cl)cc1)=N\OC(=O)c1cccc2ccccc12 | / | 36.5 | /
COc1ccccc1N=c1oc2cc(O)ccc2cc1C(=O)NCC1CCCO1 (stereo unspecified) | / | -2.5 | /
CCn1c(CCNC(=O)c2cccs2)nnc1SCC(=O)Nc1cccc(Cl)c1 | / | 2.5 | /
Nc1nnc(SCC(=O)N2CCN(c3ccccc3)CC2)s1 | / | -3.7 | /
O=C(OCc1cnc(Cl)s1)c1cccc(Cl)c1Cl | / | -5.4 | /

The results go on:
mol | INS-1E GSIS act | ARNT TACC3 PPI | F508del corr
O=C(CSc1nnc(Cc2ccc3c(c2)OCO3)n1C1CCCCC1)NC1CCCC1 | / | -1.2 | /
Cc1nc(CCNC(=O)c2ccccc2)cs1 | / | -3.6 | /
O=C(CN1CCN(c2ccccn2)CC1)Nc1ccc(OCc2ccccc2)cc1 | / | -3.6 | /
Cc1ccc(C(=O)N(C)c2ccc(OCC(=O)N3c4ccc(C)cc4C4CN(C)CCC43)cc2)cc1 (stereo unspecified) | / | 7.2 | /
O=S1(=O)CCN(Cc2ccccc2Cl)CC1 | / | -91.6 | /
COc1ccc(/C(O)=C/c2nc3ccccc3n(-c3ccccc3)c2=O)cc1 | / | -5.6 | /
COc1cccc(-c2ccc(CC[C@H]3O[C@H]4CC[C@H](CO)O[C@H]4C[C@@H]3NC(=O)CN(C)C)cc2)c1 | / | / | 2.2
C[C@]1(C(=O)NC2CC2)c2ccccc2C(=O)N(Cc2cc(C(F)(F)F)cc(C(F)(F)F)c2)[C@H]1c1ccc(CO)cc1 | / | / | -0.4

(further entries)
mol | INS-1E GSIS act | ARNT TACC3 PPI | F508del corr
O=C(NCc1ccco1)c1cc2ccc(O)cc2oc1=O | 40.5 | / | /
COc1ccc(C(=O)c2no[n+]([O-])c2C(=O)c2ccc(OC)cc2)cc1 | 26.1 | / | /
Cc1nn(-c2ccccc2)c(Cl)c1C(=O)NCC(C)C | 29.1 | / | /
CCC(C)(C)n1nnnc1C(c1cc2cc(OC)c(OC)cc2[nH]c1=O)N1CCc2ccccc21 (stereo unspecified) | -11.9 | / | /
O=C(CN1C2=NCCN2c2ccccc21)N1CCOCC1 | 19.0 | / | /
Cc1occc1-c1nnc(SCC(=O)Nc2nccs2)n1CCc1ccccc1 | -4.9 | / | /
CSc1nnc2c3cc(C)ccc3n(Cc3ccccc3)c2n1 | 140.5* | / | /
COc1ccc(C(CC(=O)c2ccccc2)S(=O)(=O)c2ccc(C)cc2)cc1 (stereo unspecified) | 5.7 | / | /

Additional structures follow:
mol | INS-1E GSIS act | ARNT TACC3 PPI | F508del corr
O=C1N/C(=C/c2cccn2-c2ccc(F)cc2)C(=O)N1Cc1ccccc1F | -5.9 | / | /
Cc1ccnc(NC(=S)NC(=O)/C=C/c2ccco2)c1 | 2.8 | / | /
COc1ccc2[nH]cc(C(=O)CN3CCN(C/C=C/c4ccccc4)CC3)c2c1 | -10.9 | / | /
COC(=O)c1nnc(-c2ccccc2)nc1OC | 7.3 | / | /
CCOc1ncccc1C(=O)OCc1ccc(Cl)cc1 | 26.4 | / | /
COc1ccccc1Oc1c(C)oc2c(CN3CCN(C)CC3)c(O)ccc2c1=O | 15.3 | / | /
CCOC(CNc1c([N+](=O)[O-])c(=O)n(C)c(=O)n1C)OCC | 11.7 | / | /
CCOC(=O)c1cc(-c2ccc(Cl)s2)nc2c1c(C)nn2C | 60.0* | / | /

Other compounds follow:
mol | INS-1E GSIS act | ARNT TACC3 PPI | F508del corr
COC(=O)C(Cc1ccc(OC(=O)c2ccccc2C)cc1)N1Cc2ccccc2C1=O (stereo unspecified) | -40.1 | / | /
COc1ccc(C(=O)C(CCC(CNC(C)(C)C)C(=O)c2ccc(OC)cc2)CNC(C)(C)C)cc1 (stereo unspecified) | -38.0 | / | /
c1ccc(CNc2ncnc3sc4c(c23)CCC4)nc1 | 26.5 | / | /
N#Cc1cc(C#N)c(N2CCN(c3ccccn3)CC2)nc1N | 30.0 | / | /
CN(C)S(=O)(=O)N(CC(=O)Nc1ccccc1C(F)(F)F)c1ccccc1 | 9.0 | / | /
O=C1/C(=C/c2cccnc2)SC(=S)N1C1CCS(=O)(=O)C1 (stereo unspecified) | -1.0 | / | /
CCN(Cc1cc2ccc(C)cc2[nH]c1=O)C(=O)c1ccncc1 | 13.2 | / | /
CCOc1ccccc1NC(=O)CSc1nnnn1-c1ccccc1 | -14.9 | / | /
C/C(=N/OCO/N=C(\C)c1ccc(F)cc1F)c1ccc(F)cc1F | 0.5 | / | /

Compounds above containing a thiophene ring, fused or not (eleven):
mol | INS-1E GSIS act | ARNT TACC3 PPI | F508del corr
CC(=O)N1N=C(c2ccccc2)OC1c1ccc([N+](=O)[O-])s1 (stereo unspecified) | / | -4.0 | /
Cc1ccc(NC(=S)NCc2cccs2)cc1 | / | -1.6 | /
CCn1c(=O)c2c3c(sc2n2c(=S)[nH]nc12)CCC3 | / | 0.4 | /
O=C(CCSc1ccc(Cl)cc1)c1cccs1 | / | -7.1 | /
CCOCCCNC(=O)c1cccs1 | / | 12.0 | /
NC(=O)c1c(NC(=O)CSc2nnc(-c3ccco3)n2N)sc2c1CCCC2 | / | 1.2 | /
COc1cc(C2C=C(c3cccs3)Nc3ncnn32)cc(OC)c1OC (stereo unspecified) | / | 0.1 | /
CCc1c(C)sc(NC(=O)CCc2ccc(OC)cc2)c1C(N)=O | / | -7.5 | /
CCn1c(CCNC(=O)c2cccs2)nnc1SCC(=O)Nc1cccc(Cl)c1 | / | 2.5 | /
CCOC(=O)c1cc(-c2ccc(Cl)s2)nc2c1c(C)nn2C | 60.0* | / | /
c1ccc(CNc2ncnc3sc4c(c23)CCC4)nc1 | 26.5 | / | /

A portion of the library; rates above refer to the full screens.
